Assay outcomes as filed in PubChem BioAssay.
STAT3 act = increases IL-6 driven STAT3 reporter signal. U3A cells, IL-6 STAT3-luciferase reporter, luminescence; 100% = signal with IL-6 EC80 alone. activation (% of control), % at 5.6 µM. 0.91% of 190,000 active. AID 871;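 active = activation above the screen-wide mean of compound activation plus 3 SD, cut at about 130% in these data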;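 also: 0% = background luminescence of wells with medium and substrate only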
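Test system: Human STAT1-deficient U3A cells with stable STAT3-luciferase reporter | Also added: Interleukin-6, 33 ng/mL | Timing: Compound pre-incubation 1 h before IL-6, then 6 h stimulation at 37 °C | Technique: Luciferase reporter luminescence | Read-out: Percent of IL-6-only median luminescence | Benchmarks: IL-6-only wells as 100% reference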
APP 5UTR inh = APP translation inhibition | AID 1285 | SH-SY5Y APP 5'UTR-luciferase reporter, luminescence | inhibition, % at 2 µM | 0.82% of 190,000 active;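 active = inhibition above a set limit, derived from the sample mean plus 3 SD, cut at about 45% in these data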; also: values of inactives mirror those of a sister screen read the other way
Diaphorase inh = inhibits diaphorase or chemically oxidizes, flagging diaphorase assay artifacts | 0.69% of 190,000 active | inhibition, % at 20 µM | diaphorase resazurin-to-resorufin fluorescence, NADH, 16 min; bacterial (C. kluyveri) enzyme, not human;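 active = primary screen inhibition at 20 µM above a set limit, cut at about 50% in these data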;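 also: plate controls were DMSO with full reaction for no effect and wells lacking NADH for full effect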
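Test system: bacterial diaphorase enzyme (C. kluyveri); Quantity: 0.14 U/mL diaphorase, enzyme working solution; Times: reaction incubation of 16 min at room temperature; Measured by: fluorescence of resorufin formed from resazurin, Ex 544/Em 590 nm; Benchmarks: positive control minus NADH, DMSO neutral control.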
STAT1 inh = inhibitors of IFN-gamma induced STAT1 signaling; 0.35% of 200,000 active; AID 920; inhibition, % at 5.5 µM; NIH 3T3 STAT1-luciferase reporter, luminescence;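 active = inhibition above a set limit, the mean inhibition across all tested compounds plus 3 SD, cut at about 34% in these data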;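 also: 0% = IFN-gamma with DMSO and 100% = IFN-gamma with 300 µM nifuroxazide; values of inactives mirror those of a sister screen read the other way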
G6PDH CS = inhibits Leuconostoc G6PDH, flagging false hits in G6PDH-based assays; Purified L. mesenteroides G6PDH, diaphorase/resazurin coupled fluorescence, 45 min; inhibition, % at 5 µM; 0.12% of 200,000 active; AID 1020; in the data active = inhibition above about 50%
STAT3 blocker = reduces IL-6 driven STAT3 reporter signal; U3A cells, IL-6 STAT3-luciferase reporter, luminescence; host cell line lacks STAT1; inhibition, % at 5.5 µM; AID 862; 0.89% of 190,000 active;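 active = inhibition above the mean inhibition across all screened compounds plus 3 SD, cut at about 44% in these data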;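 also: 0% = DMSO only wells and 100% = 100 µM nifuroxazide control wells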
Diaphorase act = diaphorase activation or chemical reduction counter-screen; AID 1229; 0.005% of 190,000 active; Diaphorase/resazurin coupled assay, resorufin fluorescence, 16 min; active compounds read high; 1 = vehicle wells, 0 = NADH-free wells; activation factor at 20 µM;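 active = diaphorase activity raised at least twofold by the compound at 20 µM; inactive = activation factor below 2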
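Material: Purified diaphorase enzyme from Clostridium kluyveri | Buffer or medium: 50 mM HEPES pH 7.4 with 4.542 mM MgCl2, 0.005% Tween 20 | Times: 16 min enzyme reaction, ambient temperature | Signal: Red resorufin fluorescence at 544/590 nm excitation/emission | Measure: Increased resorufin signal from activators or reducing compounds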
STAT1 act = increases IFN-gamma driven STAT1 reporter signal; activation (% of control), % at 5.5 µM; NIH 3T3 STAT1-luciferase reporter, luminescence; 100% = IFN-gamma alone, no compound; 2.6% of 200,000 active;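 active = activation above the screen-wide mean activation plus 3 SD, cut at about 130% in these data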;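 also: raw ratio to IFN-gamma control signal so 100% means no change and 0% no light; values of inactives mirror those of a sister screen read the other way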
TLR4 MyD88 comp = inhibitors of human TLR4-MyD88 binding. inhibition, % at 8.4 µM. O00206+Q99836. AID 861. HeLa CL3-4 TLR4/MyD88 BLA complementation, FRET ratio. 0.18% of 200,000 active; in the data active = inhibition above about 25%;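 also: 0% = vehicle and 100% = reference inhibitor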
Target sequence (O00206 whole entry, looked up): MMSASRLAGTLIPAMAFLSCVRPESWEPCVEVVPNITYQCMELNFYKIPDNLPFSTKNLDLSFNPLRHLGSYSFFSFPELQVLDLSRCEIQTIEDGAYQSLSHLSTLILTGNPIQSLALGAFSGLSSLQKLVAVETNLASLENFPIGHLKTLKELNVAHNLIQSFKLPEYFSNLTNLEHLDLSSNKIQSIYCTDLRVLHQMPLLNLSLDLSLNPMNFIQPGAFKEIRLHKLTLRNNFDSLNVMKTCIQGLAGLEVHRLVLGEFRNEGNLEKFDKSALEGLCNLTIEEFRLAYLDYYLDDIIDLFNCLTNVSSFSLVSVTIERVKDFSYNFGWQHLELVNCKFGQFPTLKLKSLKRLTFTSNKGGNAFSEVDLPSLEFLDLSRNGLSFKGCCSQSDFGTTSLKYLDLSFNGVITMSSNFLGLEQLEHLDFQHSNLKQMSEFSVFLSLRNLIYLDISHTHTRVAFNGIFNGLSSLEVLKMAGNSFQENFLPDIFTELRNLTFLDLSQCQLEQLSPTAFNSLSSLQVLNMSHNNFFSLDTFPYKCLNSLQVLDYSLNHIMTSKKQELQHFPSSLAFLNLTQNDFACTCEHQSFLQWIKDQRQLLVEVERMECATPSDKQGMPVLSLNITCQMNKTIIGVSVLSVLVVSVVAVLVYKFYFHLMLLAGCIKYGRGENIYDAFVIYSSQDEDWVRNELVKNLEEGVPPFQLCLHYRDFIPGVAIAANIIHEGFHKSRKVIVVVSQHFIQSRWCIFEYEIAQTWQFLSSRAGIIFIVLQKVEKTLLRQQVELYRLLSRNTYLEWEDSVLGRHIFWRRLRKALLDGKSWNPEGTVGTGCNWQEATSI
Target sequence (Q99836 whole entry, looked up): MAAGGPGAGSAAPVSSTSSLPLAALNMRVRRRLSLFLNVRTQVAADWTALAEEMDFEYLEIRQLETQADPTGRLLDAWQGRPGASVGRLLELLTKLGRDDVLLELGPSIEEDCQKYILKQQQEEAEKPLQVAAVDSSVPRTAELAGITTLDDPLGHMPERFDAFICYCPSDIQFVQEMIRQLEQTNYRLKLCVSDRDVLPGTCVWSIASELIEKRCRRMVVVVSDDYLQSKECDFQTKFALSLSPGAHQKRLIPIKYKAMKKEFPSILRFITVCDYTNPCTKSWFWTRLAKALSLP
Hsp70 act = switches on Hsp70 transcription; HeLa Hsp70 promoter luciferase reporter, luminescence; scaled: vehicle 0, proteasome-inhibitor control 100%; activation, % at 10 µM; 0.04% of 200,000 active; AID 1203;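 active = activation above the mean across all tested compounds plus 3 SD, cutoff set per campaign, cut at about 5.5% in these data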;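 also: 100% = MG132 at 30 µM as the positive control and 0% = DMSO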
* = called active by the depositor; . = no result given. Compounds as they come; 6.1% or so of the library scored in one or more.

#	SMILES	STAT3 act	APP 5UTR inh	Diaphorase inh	STAT1 inh	G6PDH CS	STAT3 blocker	Diaphorase act	STAT1 act	TLR4 MyD88 comp	Hsp70 act
1	COc1cc(NCCC(=O)c2cccs2)c(OC)cc1Cl	99	8	40	4	2	8	0.6	95	-5	-0.1
2	CN1/C(=C\C(=O)COC(=O)CNC(=O)c2ccccc2F)C(C)(C)c2ccccc21	81	.	16	14	2	22	0.8	87	7	-0.4
3	COc1ccc(C2C(C(=O)Nc3cccc(C)n3)CCC(=O)N2c2ccc(OC)cc2)cc1 (centres undefined)	105	-2	6	12	1	-3	0.9	89	3	-0.2
4	Cn1cc(C(=O)C(=O)N2CCN(c3ccccc3)CC2)c2ccccc21	100	12	7	3	6	10	0.9	96	-13	-0.2
5	CCOC(=O)C1CCCN(c2cc(C)nc3cc(-c4ccc(F)cc4)nn23)C1 (centres undefined)	98	8	10	0	3	5	0.9	100	9	-0.1
6	CC(=O)OC(C(=O)N1CCN(c2ccc(F)cc2)CC1)c1ccccc1 (centres undefined)	103	0	-14	11	7	-2	1.1	91	-2	0.1
7	CCCCn1nnnc1SCC(=O)c1cc(Cl)ccc1OC	95	6	6	-5	10	10	0.9	105	6	0.0
8	CCC(=O)Nc1cc(-c2nn3c(C)nnc3s2)ccc1C	101	0	6	-2	1	9	0.9	102	7	-0.1
9	CC12C=CC3(CN(Cc4ccccc4)C(=O)C3C1C(=O)NC1CC1)O2 (centres undefined)	97	-4	-3	-6	11	9	1	106	7	-0.3
10	Cc1ccc(NC(=O)C2C(C(=O)O)C3C=CC2C32CC2)cc1 (centres undefined)	100	0	13	3	3	0	0.9	98	-8	0.1
11	COc1cccc(OC)c1OCC(O)CN1CCN(c2ccccc2)CC1 (centres undefined)	94	-4	20	6	-4	12	0.8	94	2	-0.2
12	O=C(Nc1nn[nH]n1)c1cc(-c2ccc(Cl)c(Cl)c2Cl)nc2ccccc12	100	-16	-6	5	5	-1	1.1	95	-9	-0.1
13	O=C(Nc1cccc2nsnc12)c1ccc2c(c1)OCCO2	100	-73	25	-35	-1	3	0.7	132*	6	0.6
14	COC(=O)C1=C(C)NC(=O)NC1c1ccc(-c2ccc(Cl)cc2)o1 (centres undefined)	106	-4	11	-1	10	1	0.9	99	0	-0.1
15	CSc1nc2ccc(S(=O)(=O)Nc3c(C)n(C)n(-c4ccccc4)c3=O)cc2s1	107	-12	18	0	-11	-9	0.8	100	-3	-0.1
16	COCCn1nnnc1CN(CCc1ccc(OC)c(OC)c1)Cc1cc2ccc(C)cc2[nH]c1=O	101	16	20	-3	4	4	0.8	102	-6	-0.4
17	CCCCSc1nc2ccccc2n1CC(=O)O	97	-9	10	0	-2	6	0.9	97	-8	0.1
18	COc1ccc(CNC(=O)C2CC(=O)N(c3ccc(OCC(=O)N4C(C)CCCC4C)cc3)C2)cc1 (centres undefined)	95	-2	4	9	0	8	1	87	-13	-0.3
19	O=C(C1CCN(c2ccc(N3CCOCC3)nn2)CC1)N1CCc2ccccc2C1	95	-5	9	1	2	9	0.9	100	-14	0.2
20	CCCn1cnc2c(c1=O)c1nc3ccccc3nc1n2CCc1ccccc1	81	6	20	-4	1	32	0.8	103	-24	-0.5
21	NNC(=O)C1CCCn2c1nc1sc3c(c1c2=O)CCCC3 (centres undefined)	104	3	20	5	-5	-1	0.8	96	1	-0.1
22	COC(=O)c1ccc(OCC(=O)c2ccccc2)cc1	96	-116	7	-42	1	11	0.9	139*	-3	0.3
23	CCCn1c(C)cc(-c2csc(N)n2)c1C	103	0	25	2	3	4	0.8	98	8	-0.1
24	Cc1oc(/N=C/c2ccccc2O)c(C#N)c1C	146*	1	8	-5	10	-49	0.9	105	-3	-0.5
25	Cc1cc2oc(=O)cc(CN3CCC(C)CC3)c2c(C)c1Cl	97	-11	19	5	14	8	0.8	96	-8	-0.1
26	CCOC(=O)N1CCc2[nH]c3ccc(C)cc3c2C1	75	0	-5	5	-4	34	1	93	4	0.1
27	CCN(CC)C(=O)C(=O)c1cn(CCOc2ccccc2)c2ccccc12	100	-9	12	2	8	9	0.9	98	-24	-0.2
28	Cc1ccc(S(=O)(=O)N2CCCCC2)cc1NC(=O)CN1C(=O)CN(C)C1=O	91	-16	5	6	11	11	1	95	1	-0.5
29	O=C(NC(=S)Nc1ccc(S(=O)(=O)N2CCCC2)cc1)C1CCC1	102	7	16	0	2	1	0.8	100	-7	-0.4
30	Cc1cc(C(=O)OC(C)C(=O)Nc2nc(-c3ccccc3)cs2)c(C)o1 (centres undefined)	102	-6	22	-2	0	-3	0.8	102	-16	-0.2

A portion from the list above, for reference:
#	SMILES	STAT3 act	APP 5UTR inh	Diaphorase inh	STAT1 inh	G6PDH CS	STAT3 blocker	Diaphorase act	STAT1 act	TLR4 MyD88 comp	Hsp70 act
6	CC(=O)OC(C(=O)N1CCN(c2ccc(F)cc2)CC1)c1ccccc1 (centres undefined)	103	0	-14	11	7	-2	1.1	91	-2	0.1
7	CCCCn1nnnc1SCC(=O)c1cc(Cl)ccc1OC	95	6	6	-5	10	10	0.9	105	6	0.0
8	CCC(=O)Nc1cc(-c2nn3c(C)nnc3s2)ccc1C	101	0	6	-2	1	9	0.9	102	7	-0.1
9	CC12C=CC3(CN(Cc4ccccc4)C(=O)C3C1C(=O)NC1CC1)O2 (centres undefined)	97	-4	-3	-6	11	9	1	106	7	-0.3
10	Cc1ccc(NC(=O)C2C(C(=O)O)C3C=CC2C32CC2)cc1 (centres undefined)	100	0	13	3	3	0	0.9	98	-8	0.1
11	COc1cccc(OC)c1OCC(O)CN1CCN(c2ccccc2)CC1 (centres undefined)	94	-4	20	6	-4	12	0.8	94	2	-0.2
12	O=C(Nc1nn[nH]n1)c1cc(-c2ccc(Cl)c(Cl)c2Cl)nc2ccccc12	100	-16	-6	5	5	-1	1.1	95	-9	-0.1
13	O=C(Nc1cccc2nsnc12)c1ccc2c(c1)OCCO2	100	-73	25	-35	-1	3	0.7	132*	6	0.6
14	COC(=O)C1=C(C)NC(=O)NC1c1ccc(-c2ccc(Cl)cc2)o1 (centres undefined)	106	-4	11	-1	10	1	0.9	99	0	-0.1
15	CSc1nc2ccc(S(=O)(=O)Nc3c(C)n(C)n(-c4ccccc4)c3=O)cc2s1	107	-12	18	0	-11	-9	0.8	100	-3	-0.1

More records:
#	SMILES	STAT3 act	APP 5UTR inh	Diaphorase inh	STAT1 inh	G6PDH CS	STAT3 blocker	Diaphorase act	STAT1 act	TLR4 MyD88 comp	Hsp70 act
31	CCN(CC)CCNCc1ccc(Br)cc1OCC(=O)NCc1ccccc1	100	6	-1	-6	5	7	1	104	4	0.1
32	Cc1cccc(NC(=O)c2cnn(-c3ccc(F)cc3)c2C2CCNCC2)c1C	104	10	7	-5	2	-2	0.9	103	2	-0.4
33	COc1ccc(CC(=O)O/N=C(\N)Cc2ccc(OC)cc2)cc1	102	3	17	5	3	6	0.8	95	1	0.2
34	CCOc1ccccc1NC(=O)N1CCCC1C(=O)Nc1ccc(NC(C)=O)cc1 (centres undefined)	99	12	11	9	4	4	0.9	92	2	-0.2
35	COC(=O)c1ccc(COc2cc([N+](=O)[O-])cc3cccnc23)o1	100	3	.	4	24	3	.	95	0	-0.1
36	O=C(NCc1cccnc1)c1cnc2sccn2c1=O	103	14	6	-17	-10	-4	0.9	116	16	-0.1
37	COc1ccc(C2C(C#N)=C(N)Oc3n[nH]c(C)c32)cc1Cn1nc(C)c([N+](=O)[O-])c1C (centres undefined)	101	2	28	-4	-21	8	0.7	97	-8	-0.3
38	CC(=O)COC(=O)CCc1nc2ccccc2[nH]c1=O	88	-6	5	1	11	17	0.9	99	2	-0.1
39	NC(=O)C1(N2CCCCC2)CCN(C(=S)Nc2ccc(S(N)(=O)=O)cc2)CC1	131	2	2	10	11	-30	1	90	-10	-0.1
40	CCCc1ccc(-c2cc(C(=O)NN3CCOCC3)c3ccccc3n2)cc1	106	-39	19	-22	6	-1	0.8	120	-7	0.0
41	CN=C1SC(CC(=O)Nc2ccc(N3CCOCC3)cc2)C(=O)N1C (centres undefined)	103	-36	11	4	3	0	0.9	100	10	-0.2
42	COc1nccnc1NS(=O)(=O)c1ccc(NC(=S)NC(=O)c2cccc(F)c2)cc1	100	-1	12	-6	2	2	0.9	105	-2	-0.3
43	Cc1ccc(C(=O)NN(C)c2nc3ccccc3nc2C(F)(F)F)cc1	103	-4	2	1	-9	-1	1	99	9	-0.1
44	O=C(Nn1c(Cc2cccs2)nc2ccccc2c1=O)c1ccc(F)c(F)c1	98	-8	9	3	14	6	0.9	97	17	-0.5
45	COC(=O)Cc1ccc(NC(=O)c2ccc(C(C)(C)C)cc2)cc1	30	84*	16	44*	4	85*	0.8	58	6	-0.7
46	Cc1cc(C)nc(SCC(=O)N/N=C\c2sccc2C)n1	93	-17	-1	7	1	13	1	93	-7	-0.2
47	CCCCc1c(C)nn(-c2nnc3c4ccccc4n(C)c3n2)c1C	85	-19	10	-18	9	24	0.9	116	-17	-0.3
48	O=C(c1cccc2ccccc12)N1CCN=C1SCc1ccc([N+](=O)[O-])cc1	98	-17	15	8	-4	-3	0.8	93	-4	-0.2
49	Cc1ccc(Nc2cc(C)nc3ncnn23)c(Cl)c1	96	12	-2	6	-2	10	1	95	5	-0.1
50	Cc1cc(C(F)F)n2ncc(C(=O)N3CCc4ccccc4C3)c2n1	80	-4	4	-4	7	28	1	104	11	-0.2
51	CN=c1c([N+](=O)[O-])nn(-c2ccc3c(c2)OCCO3)n1O	90	-20	-22	-18	5	16	1.2	115	-3	0.0
52	COC(=O)Cc1c(O)ccn(Cc2ccccc2OC)c1=O	102	2	7	0	1	4	0.9	100	-7	-0.2
53	COc1cccc(C(=O)Nc2ccc(-c3nnc(-c4ccco4)o3)cc2)c1	79	-27	0	15	5	26	1	86	3	1.0
54	CCOC(=O)c1c(NC(=O)CNCCOC)sc2c1CCCC2	93	9	-2	-4	6	12	1	100	-6	-0.1
55	COc1ccc(NC(=O)Nc2ccc(C(=O)N3CCOCC3)cc2)cc1	101	2	4	10	-6	3	1	90	14	-0.3
56	CCOc1ccc(NS(=O)(=O)c2ccc(NC(=S)NC(C)=O)cc2)cc1	109	-1	2	-3	4	-8	1	101	-10	-0.4
